Screening data (PubChem BioAssay)
Rpn11 inh: Rpn11 (PSMD14) deubiquitinase inhibitors, primary screen, biochemical, fluorescence polarization, uHTS | human 26S proteasome, Ub4-pepOG fluorescence polarization; 20S core pre-blocked with epoxomicin | AID 588493, 2011 | 26S proteasome non-ATPase regulatory subunit 14 (Homo sapiens), O00487 | actives 0.59% (n = 360,000) | calls only at 20 µM;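 active = inhibition at 20 µM, scaled to each plate's controls, above about 33%, limit read from the data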
E coli Lon inh: inhibitors of E. coli Lon protease, primary screen, biochemical, fluorescence polarization; P0A9M0; purified E. coli Lon protease; inhibition, % at 7.94 µM; actives 0.42% (n = 360,000); AID 602123, 2011; in the data active = inhibition above about 13%, passing the limit was not always enough;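 also: 0% = enzyme with probe and DMSO and 100% = no enzyme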
Target sequence (P0A9M0 whole entry, looked up): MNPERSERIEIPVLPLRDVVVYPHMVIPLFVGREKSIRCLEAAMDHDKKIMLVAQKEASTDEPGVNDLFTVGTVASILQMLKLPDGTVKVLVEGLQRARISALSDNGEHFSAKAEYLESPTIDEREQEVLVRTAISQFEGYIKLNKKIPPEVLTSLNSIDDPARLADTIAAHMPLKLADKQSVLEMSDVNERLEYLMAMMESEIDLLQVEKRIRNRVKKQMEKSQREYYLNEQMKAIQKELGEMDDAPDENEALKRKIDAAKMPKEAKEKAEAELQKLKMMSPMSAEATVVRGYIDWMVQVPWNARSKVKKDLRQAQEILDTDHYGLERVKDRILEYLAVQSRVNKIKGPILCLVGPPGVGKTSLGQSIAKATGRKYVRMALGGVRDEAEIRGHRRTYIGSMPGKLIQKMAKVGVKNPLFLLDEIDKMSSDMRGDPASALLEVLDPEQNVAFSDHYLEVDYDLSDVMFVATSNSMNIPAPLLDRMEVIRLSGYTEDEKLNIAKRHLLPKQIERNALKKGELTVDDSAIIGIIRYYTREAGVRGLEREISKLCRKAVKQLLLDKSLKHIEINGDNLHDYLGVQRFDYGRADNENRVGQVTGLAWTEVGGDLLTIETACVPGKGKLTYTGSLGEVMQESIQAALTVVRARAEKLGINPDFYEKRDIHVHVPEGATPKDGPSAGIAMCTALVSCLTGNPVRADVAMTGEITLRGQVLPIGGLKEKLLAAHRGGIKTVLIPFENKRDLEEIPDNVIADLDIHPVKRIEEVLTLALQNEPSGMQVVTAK
CSN inh: inhibitors of CSN-mediated cullin deneddylation, primary screen, biochemical, fluorescence polarization, uHTS | COP9 signalosome complex subunit 5 (Homo sapiens), Q92905 | Purified CSN, SCF-Nedd8-OG deneddylation | inhibition, % at 12.5 µM | actives 0.38% (n = 360,000) | AID 651999, 2013;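 active = pattern-corrected inhibition above about 35%, with an unprinted fluorescence ratio check between 0.5 and 1.5, limit read from the data, passing the limit was not always enough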;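 also: 0% = enzyme with substrate and 100% = substrate without enzyme; some results filed as inactive read as strong as hits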
Target sequence (Q92905 whole entry, looked up, one chain of several): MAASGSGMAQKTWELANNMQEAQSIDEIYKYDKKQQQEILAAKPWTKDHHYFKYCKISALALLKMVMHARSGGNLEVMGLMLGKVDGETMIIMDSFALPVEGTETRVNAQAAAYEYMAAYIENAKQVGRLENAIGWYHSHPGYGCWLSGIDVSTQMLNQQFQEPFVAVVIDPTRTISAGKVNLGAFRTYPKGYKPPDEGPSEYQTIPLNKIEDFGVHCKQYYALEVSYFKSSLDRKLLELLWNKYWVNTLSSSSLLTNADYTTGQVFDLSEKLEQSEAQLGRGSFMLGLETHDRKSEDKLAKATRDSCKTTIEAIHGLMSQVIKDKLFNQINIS
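Material: purified human Csn5 enzyme expressed in HEK293T cells / Medium: Tris buffer pH 7.5, NaCl, DTT, Tween-20, trehalose, ovalbumin / Compound dosing: 12.5 µM single point / Schedule: 90 min incubation of compound, enzyme and substrate at room temperature / Signal: fluorescence polarization of the substrate / Control set: no-enzyme wells high, enzyme-with-substrate wells low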
MsrA act: bovine MsrA enzyme activators, primary screen, biochemical, absorbance, HTS. Methionine sulfoxide reductase A (Bos taurus). AID 602163, 2012. purified bovine MsrA, absorbance read-out. actives 0.3% (n = 360,000). activation, % at 10.6 µM; in the data active = activation above about 7.5%;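 also: 0% = vehicle and 100% = reference activator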
Rin1-Abl PPI inh: inhibitors of Rin1-Abl protein binding, primary screen, biochemical, TR-FRET. Tyrosine-protein kinase ABL1 (Homo sapiens) + Ras and Rab interactor 1 (Homo sapiens), …. inhibition, % at 7.35 µM. actives 0.4% (n = 360,000). AID 588664, 2011; in the data active = inhibition above about 5%, passing the limit was not always enough
MLLE-PAM2 inh: inhibitors of PABP1 MLLE–PAM2 peptide binding, primary screen, biochemical, fluorescence polarization, FITC-PAM2, GST-MLLE. actives 0.36% (n = 360,000). inhibition, % at 20 µM. AID 588489, 2011; in the data active = inhibition above about 35%, passing the limit was not always enough;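 also: plate controls were DMSO wells with GST-MLLE for no effect and wells lacking GST-MLLE protein for full effect; some results filed as inactive read as strong as hits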
FAS-TE inh: FAS thioesterase domain inhibitors, primary screen, biochemical, fluorescence intensity, uHTS. actives 0.67% (n = 360,000). recombinant FAS-TE, OMFH fluorogenic substrate, fluorescence endpoint. inhibition, % at 15 µM. AID 602261, 2012;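 active = compounds whose normalised, plate-corrected inhibition of enzyme fluorescence in the single-dose primary screen is 50% or more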;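 also: 0% = DMSO with enzyme and 100% = substrate without enzyme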
MT1-MMP act inh: blockers of MT1-MMP proenzyme processing, primary screen, HT1080 RFP-PRO-GFP cells, GFP/RFP fluorescence | Matrix metalloproteinase-14 (Homo sapiens), P50281 | GFP/RFP ratio fluorescence, overnight; percent of plate control window, DMSO zero | GFP/RFP ratio change, % at 20 µM | actives 0.061% (n = 360,000) | AID 651647, 2012;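 active = GFP/RFP ratio change of at least 30% with cell ATP level not reduced by more than half and red fluorescence within 50% of control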; also: strong numbers were not always called active
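Read-out: GFP/RFP fluorescence ratio; Test system: RFP-PRO-GFP reporter HT1080 cells; Compound dosing: single-point 20 µM compound, 1% DMSO; Times: overnight compound exposure at 37 °C.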
MsrA inhibitor: bovine MsrA enzyme inhibitors, primary screen, biochemical, absorbance, HTS. Methionine sulfoxide reductase A (Bos taurus). inhibition, % at 15.5 µM. actives 0.75% (n = 360,000). purified bovine MsrA, absorbance read-out; in the data active = inhibition above about 4.5%;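 also: 0% = vehicle wells with enzyme and 100% = reference inhibitor wells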
* hit, by the source's call; i = inactive; . = no result given.

SMILES	Rpn11 inh	E coli Lon inh	CSN inh	MsrA act	Rin1-Abl PPI inh	MLLE-PAM2 inh	FAS-TE inh	MT1-MMP act inh	MsrA inhibitor
CC(C)[C@H](NC(=O)c1cccc(S(=O)(=O)N2CCOCC2)c1)C(=O)OCC(=O)Nc1cccc(Br)c1	i	-2	0	-2	2	3	22	1	-0.9
COc1ccc2c(C)c(CCC(=O)NCCCN3CCCC3=O)c(=O)oc2c1C	i	11	-1	-7	2	-1	-4	1	1.2
Cn1c(=O)c2c(nc(Oc3cccc(Br)c3)n2C)n(C)c1=O	i	-5	-5	-1	0	-2	-1	-1	-0.5
CCN(CC)S(=O)(=O)c1ccc2oc(C(=O)N3CCc4ccccc4C3)c(C)c2c1	i	0	-12	-3	-1	16	38	-1	.
Cc1cccc(/C=C2/SC(=O)N(Cc3ccccc3)C2=O)n1	i	-4	-3	-1	2	8	26	8	1.6
O=C(O)c1ccc2c(=O)n3c(nc2c1)/C(=C/c1ccc(C(F)(F)F)cc1)CC3	i	7	-4	-2	0	-6	22	9	1.8
CC(C)(C)C1=C(C#N)C(c2ccncc2)C(C#N)=C(N)O1 (stereo not given)	i	4	-15	-8	0	12	-12	-2	0.3
O=C(c1cc2ccccc2oc1=O)N(Cc1ccccc1)CC1CCCO1 (stereo not given)	i	10	2	-2	-3	-4	-7	-6	0.0
Cc1cnc(SCc2ccc(Cl)cc2Cl)[nH]c1=O	i	-6	-2	-1	-3	-9	4	2	0.1
O=C(NC1CCCCC1)c1ccccc1C(F)(F)F	i	5	1	-2	2	-4	-3	1	1.1
CCOC(=O)c1sc(NC(=O)c2cc(-c3ccccc3)nc3ccccc23)c(C#N)c1C	i	-3	4	-2	1	6	33	-16	2.7
CNCC[C@@H](Oc1ccccc1C)c1ccccc1	i	6	0	0	-2	1	-1	-2	-0.5
CCC(C)CCN1C(N(C)C)=NC[C@@H]1CC(C)C (stereo not given in full)	i	-1	0	-8	3	2	-16	4	-0.4
CC(=O)c1ccc(N2CCN(C(=O)CCCn3c(=O)[nH]c4ccc(Br)cc4c3=O)CC2)cc1	i	-6	-2	-2	-3	-2	2	1	2.8
CN1CCN(C(=O)C2CCN(S(=O)(=O)c3ccccc3[N+](=O)[O-])CC2)CC1	i	1	-5	-5	-1	14	-4	0	-1.0
COC(=O)c1cccc([N+](=O)[O-])c1CN1CCCC(C(N)=O)C1 (stereo not given)	i	5	-5	-3	2	3	-3	-3	-0.9
Cc1cccc(C(=O)OCC(=O)NCc2ccco2)c1	i	9	4	-3	1	0	-3	4	2.2
COC(=O)c1ccc(NC(=S)NC(=O)c2cc(-c3ccccc3)nc3ccccc23)cc1	i	5	9	-3	3	25	21	0	2.2
COc1ccc(-c2n[nH]c(=S)nc2-c2ccc(OC)cc2)cc1	i	1	4	-2	0	20	-3	2	1.7
Cc1ccc2c(c1)C1C[N+](C)(CC(=O)Nc3ccccc3Cl)CCC1N2C(=O)c1ccccc1Cl (stereo not given)	i	-7	-3	-2	3	3	1	2	0.0
COc1ccc(N2CCN(C(=O)COC(=O)c3ccco3)CC2)cc1	i	3	-3	-10	-2	-9	-6	-2	-1.3
O=C(Nc1ccc(Cl)cc1C(F)(F)F)C(Sc1cccc[n+]1[O-])c1ccccc1 (stereo not given)	i	2	-7	-1	-2	-14	10	4	0.8
CCOc1ccc(CCNC(=O)COC(=O)c2cccc(N(C)C)c2)cc1OCC	i	5	1	-11	-2	10	-1	2	-0.8
S=c1[nH]c2ccc(Cc3ccc4[nH]c(=S)[nH]c4c3)cc2[nH]1	i	-3	6	2	4	-11	-2	3	0.5

Reprinted at random: 2 records from the list, in no set order.
SMILES	Rpn11 inh	E coli Lon inh	CSN inh	MsrA act	Rin1-Abl PPI inh	MLLE-PAM2 inh	FAS-TE inh	MT1-MMP act inh	MsrA inhibitor
S=c1[nH]c2ccc(Cc3ccc4[nH]c(=S)[nH]c4c3)cc2[nH]1	i	-3	6	2	4	-11	-2	3	0.5
COC(=O)c1ccc(NC(=S)NC(=O)c2cc(-c3ccccc3)nc3ccccc23)cc1	i	5	9	-3	3	25	21	0	2.2

Next section.
SMILES	Rpn11 inh	E coli Lon inh	CSN inh	MsrA act	Rin1-Abl PPI inh	MLLE-PAM2 inh	FAS-TE inh	MT1-MMP act inh	MsrA inhibitor
COc1ccccc1N(CC(=O)N/N=C(\C)c1cccc(Br)c1)S(C)(=O)=O	i	3	0	-1	0	-10	0	3	-0.5
Cc1ccc(C(=O)Nc2ccc(S(=O)(=O)N3CCOCC3)cc2)cc1Br	i	6	0	2	-1	-11	37	1	0.3
Cc1ccc(C(=O)Nc2cccc3ccccc23)o1	i	7	3	-5	-2	-6	-5	4	-0.4
COC(=O)c1ccc(CNC(=O)C2CCC(=O)N(C3CCCCCC3)C2)cc1 (stereo not given)	i	-9	2	0	1	5	-4	1	-0.4
O=C(Nc1cccc(Cl)c1)Nc1cccc(C(=O)O)c1	i	5	1	-2	5.9*	-8	-5	1	-1.1
N#Cc1cc(C(=O)c2cc(Cl)ccc2O)cn(-c2ccccc2)c1=O	i	-7	-7	-8	-2	-2	-10	-3	-0.1
O=S(=O)(NCCCN1CCOCC1)c1ccc(F)c(Cl)c1	i	-4	4	-3	0	16	-4	-2	0.0
Cc1ccc(-n2nc(C)c3c(-c4cccs4)c(C#N)c(N)nc32)cc1	i	1	1	-2	-11	-11	22	-11	0.9
CN(C)c1cc(-c2ccc(F)cc2)oc(=O)c1Cl	i	-2	-2	-5	0	0	1	-2	1.4
COCC(=O)Nc1ccc(N2CCOCC2)c(S(=O)(=O)Nc2ccccc2OC)c1	i	2	3	-6	2	17	-1	-1	0.2
CCC(C)C(NC(=O)c1ccc(Cl)cc1Cl)C(=O)O (stereo not given)	i	-8	-7	-1	1	9	-7	6	0.0
O=C(NNC(=O)c1ccco1)Nc1ccccc1	i	8	-3	0	-1	4	-8	-4	-0.9
CCCN(CCC)CC(O)CN1C(=O)NC(C)(C)C1=O (stereo not given)	i	-1	-4	-2	2	-7	-3	-1	0.7
O=C(O)C1CCCCN1c1ccccc1[N+](=O)[O-] (stereo not given)	i	-5	3	-8	3	-13	-4	3	-0.8
COC(=O)c1cc(O)cc(OC)c1C(=O)c1c(O)cc(C)cc1O	i	-7	5	-8	1	6	-7	5	0.7
O=C(CS(=O)CC(=O)N(CC(=O)NC1CCCC1)C1CCCCC1)Nc1ccc(F)cc1 (stereo not given)	i	1	-3	-3	0	11	-3	3	-0.3
O=C(C1CC1)N1CCc2cc(Br)cc(S(=O)(=O)NCc3ccc4c(c3)OCO4)c21	i	-2	5	4	2	0	0	-3	-1.1
CC1Cc2ccccc2N1C(=O)CSc1nnnn1C1CCCC1 (stereo not given)	i	6	-1	-2	0	-8	2	-3	-0.1
CCc1nc(Nc2ccccc2)c2nnn(Cc3ccccc3)c2n1	i	-12	7	-5	2	3	35	1	0.1
COc1ccccc1N(CC(O)CN1CCC(C)CC1)S(=O)(=O)c1ccccc1 (stereo not given)	i	5	-1	0	4	0	-4	-4	0.8
Cn1c(=O)c2c(nc(NCc3cccnc3)n2Cc2ccc(Cl)cc2)n(C)c1=O	i	10	0	-1	4	-1	10	-7	-0.1
O=C(NCc1ccco1)c1ccc(S(=O)(=O)N2CCCc3ccccc32)cc1	i	4	4	1	2	2	17	3	1.5
COc1cc(CC(=O)OCC(=O)N2CC(C)CC(C)C2)cc(OC)c1OC (stereo not given)	i	-1	3	-5	3	-4	-6	2	0.1
CC12CCC(C(=O)NC(c3ccccc3)c3ccccc3)(OC1=O)C2(C)C (stereo not given)	i	2	-1	-1	-2	-11	10	-4	0.8
Cc1ccc(C(=O)NCCc2ccc(F)cc2)s1	i	14*	-1	-8	2	0	-6	6	0.5
CCc1nnc(NC(=O)c2ccc(N(C)S(=O)(=O)c3ccccc3)cc2)s1	i	-4	0	-2	-1	4	-7	0	-1.3
Cc1cccc(C)c1NC(=O)CN1CCN(C(=O)CN2C(=O)NC3(CCCCC3C)C2=O)CC1 (stereo not given)	i	-2	3	-9	-4	-10	-5	5	0.2
CCC(CO)Oc1cc(NCc2cccc(Cl)c2)c2ncn(C(C)C)c2c1 (stereo not given)	i	-4	11	-11	1	-14	-5	-12	.
CC(C)C(=O)Nc1ncc(Cc2cccc(Cl)c2)s1	i	8	2	-4	-5	-6	4	1	-0.1
CCOc1cc(N2CCOCC2)c(OCC)cc1NC(=O)COC(=O)c1c(C)noc1C	i	-13	0	2	-7	-4	-2	4	-0.7
CCCCn1c(N)c(N(CC(C)C)C(=O)c2ccc(OCC3CCCO3)cc2)c(=O)[nH]c1=O (stereo not given)	i	-5	-4	-7	-1	-8	-7	2	-1.0
O=C1c2ccccc2C(=O)N1CN(C(=O)COc1ccc(Cl)cc1Cl)c1cccc(F)c1	i	-5	-12	-1	-1	15	22	1	0.2
O=C(CSc1ccccc1)Nc1nnc(-c2ccco2)o1	i	-2	2	-3	-1	15	-5	4	-0.4
Cc1c(C(=O)N2CCC(C)CC2)oc2ccc3c(c12)C(O)CC1(CCCCC1)O3 (stereo not given)	i	9	5	5	-2	-4	10	-5	-1.2
COCCCn1c(=O)c2sccc2n(Cc2ccc(C)cc2)c1=O	i	-7	3	-5	2	0	1	4	-0.6
COc1ccc(NC(=O)c2ccc(S(=O)(=O)N(C)C)cc2)cc1OC	i	-10	3	-12	2	10	-10	-4	0.5
CCCc1[nH]nc2c1C(c1cn[nH]c1-c1ccc(F)cc1)C(C#N)=C(N)O2 (stereo not given)	i	-13	-2	-2	-1	11	-4	-45	.
COc1ccc(N2CC(C)(C)C2=O)cc1	i	-6	3	-3	0	0	-8	-1	-0.5
COC(=O)c1ccc(CN2CCN(C3CCCCC3)C(CCO)C2)cc1 (stereo not given)	i	-2	2	-4	-2	-1	-6	-3	1.5
CCOc1ccccc1N(CC(=O)Nc1ccccc1C(=O)N1CCCC1)S(C)(=O)=O	i	2	-1	-3	1	3	-6	-2	-1.4
COc1ccc(C2=CSC3=NCCN23)cc1F	i	7	2	-10	-3	24	-188	-1	0.3
COCCCn1c(Cc2csc(Nc3ccc(F)cc3)n2)nnc1SCC(N)=O	i	3	5	-3	-1	1	-8	4	.
Cc1cc(C)cc(N(C(C)C(=O)N2CCOCC2)S(C)(=O)=O)c1 (stereo not given)	i	7	-14	-3	2	1	-1	-1	-1.9
O=C(CSc1cccc[n+]1[O-])Nc1ccccc1Oc1ccccc1	i	-8	0	1	-2	23	-4	-9	1.0

2 entries from above, with two lines to a compound:
Order of results – Rpn11 inh | E coli Lon inh | CSN inh | MsrA act | Rin1-Abl PPI inh | MLLE-PAM2 inh | FAS-TE inh | MT1-MMP act inh | MsrA inhibitor
- O=C1c2ccccc2C(=O)N1CN(C(=O)COc1ccc(Cl)cc1Cl)c1cccc(F)c1
    i | -5 | -12 | -1 | -1 | 15 | 22 | 1 | 0.2
- O=C(CS(=O)CC(=O)N(CC(=O)NC1CCCC1)C1CCCCC1)Nc1ccc(F)cc1 (stereo not given)
    i | 1 | -3 | -3 | 0 | 11 | -3 | 3 | -0.3
